From PubChem
Diaph act CS: diaphorase activation or chemical reduction counter-screen. Diaphorase/resazurin coupled assay, resorufin fluorescence, 16 min; active compounds read high; 1 = vehicle wells, 0 = NADH-free wells. activation factor at 20 µM. actives 0.005% (n = 190,000);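 active means diaphorase activity raised at least twofold by the compound at 20 µM; inactive means activation factor below 2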
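Material: Purified diaphorase enzyme from Clostridium kluyveri | Buffer or medium: 50 mM HEPES pH 7.4 with 4.542 mM MgCl2, 0.005% Tween 20 | Times: 16 min enzyme reaction, ambient temperature | Signal: Red resorufin fluorescence at 544/590 nm excitation/emission | Measure: Increased resorufin signal from activators or reducing compounds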
Diaphorase inh: inhibits diaphorase or chemically oxidizes, flagging diaphorase assay artifacts. AID 1217. actives 0.69% (n = 190,000). diaphorase resazurin-to-resorufin fluorescence, NADH, 16 min; bacterial (C. kluyveri) enzyme, not human. inhibition, % at 20 µM;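 active means primary screen inhibition at 20 µM above a set limit, cut at about 50% in these data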;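 further: plate controls were DMSO with full reaction for no effect and wells lacking NADH for full effect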
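material = Clostridium kluyveri diaphorase enzyme | amount = 0.14 U/mL diaphorase, enzyme working solution | schedule = incubation 16 min, room temperature | detection = fluorescence of resorufin formed from resazurin, Ex 544/Em 590 nm | benchmarks = positive control minus NADH, DMSO neutral control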
PMI act satM6P: PMI (human) activation, high substrate | AID 1216 | actives 0.34% (n = 190,000) | activation factor at 20 µM | P34949 | coupled PMI enzyme assay, resazurin fluorescence, 20 min; active compounds read high; 1 = untreated enzyme, 0 = substrate-free blank;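 active means activation factor of 2 or more at 20 µM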
Target sequence (P34949 whole entry, looked up): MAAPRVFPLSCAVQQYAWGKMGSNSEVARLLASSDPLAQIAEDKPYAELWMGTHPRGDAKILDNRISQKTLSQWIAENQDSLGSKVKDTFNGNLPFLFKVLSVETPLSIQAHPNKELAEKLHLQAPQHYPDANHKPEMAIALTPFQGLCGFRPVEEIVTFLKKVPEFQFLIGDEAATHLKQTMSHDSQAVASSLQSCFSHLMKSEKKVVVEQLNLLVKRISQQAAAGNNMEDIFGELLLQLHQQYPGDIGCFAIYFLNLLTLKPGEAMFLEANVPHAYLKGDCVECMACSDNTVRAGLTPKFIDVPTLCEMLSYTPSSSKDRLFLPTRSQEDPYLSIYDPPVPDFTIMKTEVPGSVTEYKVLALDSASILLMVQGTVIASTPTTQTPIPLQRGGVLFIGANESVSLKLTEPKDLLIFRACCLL
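Material: human phosphomannose isomerase with PGI, G6PDH, diaphorase coupling enzymes. Quantity: 15 ng/mL PMI. Medium: HEPES pH 7.4 buffer with MgCl2 and Tween-20. Reagent: Near-saturating mannose-6-phosphate, 1.0 mM. Compound: 20 µM single dose. Times: enzyme reaction with compound 20 min at room temperature. Detection: resorufin fluorescence at Ex 544/Em 590 nm.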
S1P3 antagonist: blocks the human S1P3 receptor; Q99500; CHO S1P3 NFAT-BLA reporter, FRET fluorescence, antagonist mode; inhibition, % at 4.98 µM; actives 0.27% (n = 170,000); AID 485;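 active means inhibition above the plate cutoff, the mean inhibition of test wells on that plate plus 3 SD, cut at about 28% in these data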;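 further: cells challenged with S1P at its EC80 of 0.8 µM; blue over green emission ratio from cleaved BLA substrate after 4 h stimulation; 0% = S1P-stimulated wells and 100% = unstimulated DMSO-only wells; some compounds past the cut are filed as inactive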
Target sequence (Q99500 whole entry, looked up): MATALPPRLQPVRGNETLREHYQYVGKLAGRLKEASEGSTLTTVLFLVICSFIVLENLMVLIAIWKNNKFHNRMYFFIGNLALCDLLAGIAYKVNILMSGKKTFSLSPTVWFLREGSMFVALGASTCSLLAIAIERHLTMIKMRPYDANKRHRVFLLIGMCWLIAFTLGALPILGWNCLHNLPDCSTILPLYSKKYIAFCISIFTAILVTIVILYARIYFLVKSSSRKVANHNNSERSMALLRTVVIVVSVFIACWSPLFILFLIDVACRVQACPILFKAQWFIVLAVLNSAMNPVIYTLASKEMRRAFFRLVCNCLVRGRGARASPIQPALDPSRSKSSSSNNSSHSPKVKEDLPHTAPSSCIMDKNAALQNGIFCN
PPARg SRC-3 ag: agonists of human PPARgamma SRC-3 coactivator recruitment. P37231. biochemical PPARgamma/SRC-3 coactivator recruitment assay. activation, % at 8 µM. actives 0.26% (n = 200,000). AID 731; in the data active means activation above about 23%;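 further: 0% = DMSO and 100% = reference agonist; some compounds past the cut are filed as inactive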
TR-FRET SRC-2 ct: TR-FRET artefact, counter-screen to PPARgamma/SRC-2 agonist assay; AID 1049; active compounds read high; actives 0.4% (n = 200,000); TR-FRET ratio at 8 µM; in the data active means TR-FRET ratio above about 2000; further: inactives centre near 1500
ROMK primary: modulates human ROMK potassium channel activity; P48048; Tet-inducible ROMK, thallium flux fluorescence; actives lie on both sides; B-score at 10 µM; actives 2% (n = 130,000);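 active means signal ratio slope over the read window, or its plate-corrected B-score, at least 3 SD from the plate mean, either direction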;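 further: B-score of the F/F0 ratio slope over 7 to 12 s after thallium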
PPARg SRC2 recr: agonists of SRC-2 recruitment by human PPARgamma | PPARgamma LBD-SRC-2 recruitment, biochemical | activation, % at 8 µM | P37231 | actives 0.34% (n = 200,000); in the data active means activation above about 22%;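 further: 0% = vehicle and 100% = reference agonist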
PMI act: phosphomannose isomerase (human) activation | purified human PMI, coupled resazurin fluorescence, 20 min; active compounds read high; 1 = vehicle control, 0 substrate-free wells | activation factor at 20 µM | actives 0.005% (n = 190,000);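 active means activation factor of 2 or more at 20 µM, relative to plate controls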
PPARg SRC-1 ag: agonists of human PPARgamma SRC-1 coactivator recruitment. P37231. PPARgamma-SRC-1 coactivator recruitment biochemical assay. activation, % at 8 µM. actives 0.41% (n = 200,000). AID 631; in the data active means activation above about 19%;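 further: 0% = DMSO and 100% = reference agonist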
G6PDH counter: inhibits Leuconostoc G6PDH, flagging false hits in G6PDH-based assays; actives 0.12% (n = 200,000); Purified L. mesenteroides G6PDH, diaphorase/resazurin coupled fluorescence, 45 min; inhibition, % at 5 µM; AID 1020; in the data active means inhibition above about 50%
Starred values were filed as active, the others as inactive; / = no result given.

SMILES	Diaph act CS	Diaphorase inh	PMI act satM6P	S1P3 antagonist	PPARg SRC-3 ag	TR-FRET SRC-2 ct	ROMK primary	PPARg SRC2 recr	PMI act	PPARg SRC-1 ag	G6PDH counter
CCOC(=O)c1ccc(NS(=O)(=O)N2CCCCCC2)cc1	0.9	8	0.9	-7	24	1601	/	13	0.9	3	18
Cc1ccc(C)c(NC(=S)NCc2cccs2)c1	0.9	12	1	-5	-2	1401	0.077	-1	1	1	5
CCOC(=O)CNc1ncnc2nc[nH]c12	1	4	0.9	-12	0	1534	/	-5	1	-2	-8
CN1CCN(c2ccc(S(=O)(=O)N3CCCCC3)cc2NC(=O)Cc2ccccc2F)CC1	1	0	1	-2	2	1557	-4.1*	-1	0.9	0	11
CCOC(=O)c1nnn(-c2nonc2N)c1-c1cccc2ccccc12	0.8	19	0.8	-6	10	1459	-0.32	5	0.8	3	-6
Cc1ccc(N(CC(=O)Nc2ccc3c(c2)OCCO3)S(=O)(=O)c2c(C)noc2C)cc1	0.8	19	1	-3	14	1635	/	6	0.9	16	3
CC(C)[C@H](NC(N)=O)C(=O)Nc1ccc(OCc2ccccc2)cc1	1	-1	1.1	15	5	1510	0.49	4	1.1	8	4
COc1cccc(NC(=O)CSc2nc3c([nH]c4ccccc43)c(=O)n2C)c1	1.1	-7	1.1	-5	5	1580	-0.016	2	1.1	0	-5
CNC(=S)N1CCn2cccc2C1c1cc(OC)c(OC)c(OC)c1 (centres undefined)	1	4	0.9	-12	0	1656	0.98	5	0.9	0	12
O=C(c1ccccc1)c1ccc(C(=O)N2CCOCC2)cc1	1	4	1	-15	7	1588	/	-2	1.1	2	6
O=C(NCC(=O)N(c1ccc(F)cc1)C(C(=O)NC1CCCC1)c1cccnc1)c1cccs1 (centres undefined)	1	3	0.9	9	1	1696	0.78	6	1	-3	6
C(=C\c1ccccc1)/C=N/Nc1nc(N2CCCCC2)nc(N2CCCCC2)n1	1	-2	1	/	5	1464	/	1	1.1	0	8
O=C(CCC(=O)NNC(=O)COc1ccccc1)NCc1ccccc1	0.9	7	1	/	14	1481	0.96	6	0.9	3	5
CN(C(=O)COc1ccccc1)c1nnc(C23CC4CC(CC(C4)C2)C3)s1	1	4	0.9	-5	-2	1396	0.62	-11	1	-7	31
CCCC(=O)c1ccc(N2CCN(S(=O)(=O)c3ccccc3)CC2)c(F)c1	0.9	14	0.9	32	3	1528	/	-1	1.1	0	3

Exported with two lines to a compound: 5 of the compounds above
Value order – Diaph act CS, Diaphorase inh, PMI act satM6P, S1P3 antagonist, PPARg SRC-3 ag, TR-FRET SRC-2 ct, ROMK primary, PPARg SRC2 recr, PMI act, PPARg SRC-1 ag, G6PDH counter
O=C(NCC(=O)N(c1ccc(F)cc1)C(C(=O)NC1CCCC1)c1cccnc1)c1cccs1 (centres undefined)
 : 1, 3, 0.9, 9, 1, 1696, 0.78, 6, 1, -3, 6
C(=C\c1ccccc1)/C=N/Nc1nc(N2CCCCC2)nc(N2CCCCC2)n1
 : 1, -2, 1, /, 5, 1464, /, 1, 1.1, 0, 8
O=C(CCC(=O)NNC(=O)COc1ccccc1)NCc1ccccc1
 : 0.9, 7, 1, /, 14, 1481, 0.96, 6, 0.9, 3, 5
CN(C(=O)COc1ccccc1)c1nnc(C23CC4CC(CC(C4)C2)C3)s1
 : 1, 4, 0.9, -5, -2, 1396, 0.62, -11, 1, -7, 31
CCCC(=O)c1ccc(N2CCN(S(=O)(=O)c3ccccc3)CC2)c(F)c1
 : 0.9, 14, 0.9, 32, 3, 1528, /, -1, 1.1, 0, 3

By substructure: those above containing a halogen
SMILES	Diaph act CS	Diaphorase inh	PMI act satM6P	S1P3 antagonist	PPARg SRC-3 ag	TR-FRET SRC-2 ct	ROMK primary	PPARg SRC2 recr	PMI act	PPARg SRC-1 ag	G6PDH counter
CN1CCN(c2ccc(S(=O)(=O)N3CCCCC3)cc2NC(=O)Cc2ccccc2F)CC1	1	0	1	-2	2	1557	-4.1*	-1	0.9	0	11
O=C(NCC(=O)N(c1ccc(F)cc1)C(C(=O)NC1CCCC1)c1cccnc1)c1cccs1 (centres undefined)	1	3	0.9	9	1	1696	0.78	6	1	-3	6
CCCC(=O)c1ccc(N2CCN(S(=O)(=O)c3ccccc3)CC2)c(F)c1	0.9	14	0.9	32	3	1528	/	-1	1.1	0	3

Next section
SMILES	Diaph act CS	Diaphorase inh	PMI act satM6P	S1P3 antagonist	PPARg SRC-3 ag	TR-FRET SRC-2 ct	ROMK primary	PPARg SRC2 recr	PMI act	PPARg SRC-1 ag	G6PDH counter
Cc1ccc(-c2cn(S(=O)(=O)c3cccc([N+](=O)[O-])c3)nc2N)cc1	0.9	13	0.9	-7	1	1394	/	-1	0.9	-6	15
COCc1cc(C)nc(SCC(=O)Nc2ccccc2C)c1C#N	0.9	15	1	16	-5	1437	0.71	-1	1.1	11	8
O=C(NN=C1CCCCCCC1)c1ccc(F)cc1	1	3	1.1	-6	0	1563	/	-1	1.1	8	-2
Nc1cc(N)nc(SCCOc2ccccc2)n1	0.9	12	0.9	3	0	1447	0.69	3	0.9	-2	5
CCC(OC(=O)c1cc2sccc2n1C)C(=O)NCC1CCCO1 (centres undefined)	0.9	11	1	8	11	1531	/	11	1	22*	-3
COc1ccc(CN(C)C(=S)Nc2ccc(OC(F)F)cc2)cc1	1.1	-13	1.1	-3	3	1650	1.2	7	1.2	3	7
CC1(C)C2CCC1(CS(=O)(=O)Nc1ccc(S(=O)(=O)N3CCCCC3)cc1)C(=O)C2 (centres undefined)	0.8	21	0.9	1	2	1613	/	-4	0.9	2	5
CCCS(=O)(=O)N1CCCC(C(=O)NC2CCCC(C)C2C)C1 (centres undefined)	0.8	23	0.9	6	6	1593	-0.3	18	0.9	1	-18
Cc1ccc(Cl)cc1NC(=O)CCn1cccc1	0.9	12	1	-4	5	1625	0.04	-6	1	1	-4
CC(NC(=O)/C(C#N)=C/c1cccs1)c1ccccc1 (centres undefined)	0.9	8	1	0	2	1559	-4.6*	4	1	4	4
O=C(Nc1ccc(N2CCOCC2)cc1)c1cc2c(s1)CCCCC2	0.8	18	0.9	-4	-2	1435	-0.45	-6	0.9	4	1
O=[N+]([O-])/C(C(=C(Cl)Cl)N1CCN(Cc2ccccc2)CC1)=C1\NCCN1Cc1ccc(Cl)nc1	0.9	8	1	-13	-4	1471	-1.3	-4	1.1	2	7
CC(C)C(NC(=O)c1ccc(C(C)(C)C)cc1)C(=O)Nc1cccc(S(N)(=O)=O)c1 (centres undefined)	0.9	14	0.9	-3	6	1603	-0.15	3	1	6	2
CN(C)CCCOC(=O)COc1ccc(C(C)(C)C)cc1	1	4	1	13	3	1498	-1.6	9	1	0	6
CN(C)CCN(Cc1cc2cc3c(cc2[nH]c1=O)OCO3)C(=S)NCc1ccco1	0.9	12	1	-20	2	1628	0.1	0	0.9	2	12
O=C(Nc1ccc(Oc2nnc(-c3ccccc3)c3ccccc23)cc1)c1ccccc1	0.9	7	1	0	4	1573	/	1	0.9	3	-21
CC(O)/C=C/C1OC(=O)CC1Nc1ccc(C=O)cc1 (centres undefined)	0.9	12	0.9	-15	-1	1489	/	-6	0.9	-1	4
CC(C)N(C(=O)CSc1nc2ccccc2c(=O)[nH]1)C(C)C	0.9	15	0.6	-17	0	1554	-1	4	0.9	3	-3
FC(F)(F)c1nnc(-c2ccccc2)nc1N1CCCC1	1	1	1	10	-2	1476	-0.3	-1	0.9	-7	7
O=C(NC(=S)NCCOCc1ccc(Cl)cc1)c1cccnc1	0.8	16	1	7	0	1389	-0.6	-6	1	1	4
COc1ccc(CCNC(=O)Nc2cccc([N+](=O)[O-])c2)cc1OC	0.9	11	0.9	17	-4	1474	0.011	-2	1	0	19
CC(C)(C)OC(=O)N1CCC(C(=O)N2CCC[C@H]2C(=O)O)CC1	0.8	19	0.9	5	-10	1273	/	-4	0.9	-1	1
CC1(C)CC(=O)C(C(=O)C2CCN(S(=O)(=O)c3ccccc3)CC2)C(=O)C1	0.9	9	1	3	7	1561	-0.03	14	1	13	8
Cc1cccc(NC(=O)CSc2nnc(-c3ccccc3Br)o2)c1C	0.8	15	0.9	-14	1	1618	-0.082	2	0.9	15	0
c1ccc(N/N=C2\CCCc3ccccc32)nc1	0.9	10	0.7	-5	4	1534	-0.31	18	1	9	2
COc1ccccc1NC(=O)C12CCC(C)(C(=O)C1)C2(C)C (centres undefined)	0.9	13	0.9	-4	0	1639	0.013	4	1	3	3
Cc1ccc(NC(=O)c2cc(NC(=O)c3ccco3)ccc2N2CCCCC2)cc1	1	4	1	34	3	1817	/	4	0.9	2	5
CCOC(=O)c1c(C)oc2ccc(OCC(=O)N(CC)CC)cc12	0.8	15	0.9	-23	-11	1494	/	-2	0.9	0	-21
Clc1cc(Cl)cc(CSc2nnc(-c3sccc3-n3cccc3)o2)c1	0.8	16	0.9	/	-5	1479	/	-4	0.9	-4	2
CCOC(=O)CN1CC23C=CC(O2)C(C(=O)Nc2ccc(F)c(C)c2)C3C1=O (centres undefined)	0.8	16	1	-17	13	1531	0.036	4	0.9	4	-7
CCCCc1nc(NCCNC(=O)c2ccco2)c(C#N)c2c1CSC(C)(C)C2	0.6	36	0.9	/	-5	1531	-1.5	-2	0.8	2	18
CCOc1cc(C(=S)N2CCC(O)CC2)ccc1OS(=O)(=O)c1ccc(Br)cc1	0.7	33	0.8	/	-7	1346	-0.7	-12	0.8	2	-4
COc1ccc(NC(=O)CN(Cc2ccccc2)S(C)(=O)=O)c(OC)c1	0.8	17	0.9	/	5	1532	/	2	0.9	4	0
COCCNC(=S)N/N=C(\C)c1ccc(O)cc1	0.9	7	0.9	-9	3	1425	0.005	5	0.9	3	6
CCOc1[nH]n(-c2ccc(Cl)cc2)c(=O)c1C=NCc1cccnc1	0.9	5	1.1	-1	2	1550	0.025	-2	1.1	8	-5
CCN1CCN(c2nc3ccccc3nc2C(C#N)S(=O)(=O)c2ccc(C)c(C)c2)CC1 (centres undefined)	0.9	11	0.9	/	3	1347	0.14	10	0.9	-4	9
CCCOC(=O)c1ccc(NC(=O)c2cnccn2)cc1	0.9	8	1	4	2	1585	-0.45	-1	1	-1	1
CC12CC3CC(C)(C1)CC(C(=O)NC(=S)N1CCCCC1)(C3)C2	1	3	1	/	12	1667	-1.2	7	0.9	12	4

Part of the list above, reduced to PPARg SRC-3 ag, PMI act and TR-FRET SRC-2 ct:
Molecule	PPARg SRC-3 ag	PMI act	TR-FRET SRC-2 ct
Cc1ccc(-c2cn(S(=O)(=O)c3cccc([N+](=O)[O-])c3)nc2N)cc1	1	0.9	1394
COCc1cc(C)nc(SCC(=O)Nc2ccccc2C)c1C#N	-5	1.1	1437
O=C(NN=C1CCCCCCC1)c1ccc(F)cc1	0	1.1	1563
Nc1cc(N)nc(SCCOc2ccccc2)n1	0	0.9	1447
